Screens from PubChem.
Mtb BioA inh – M. tuberculosis BioA enzyme inhibitors, primary screen, biochemical, plate reader, single point, HTS | actives 0.096% (n = 360,000) | inhibition, % at 9.99 µM | 7,8-diaminopelargonic acid synthase BioA (Mycobacterium tuberculosis) | purified M. tuberculosis BioA enzyme; in the data active = inhibition above about 40%; inconclusive = no clear call, values can overlap the other calls
Mtb FBA inh – Mtb FBA enzyme inhibitors, primary screen, biochemical, fluorescence, strain H37Rv. Fructose-bisphosphate aldolase (Mycobacterium tuberculosis (strain ATCC 25618 / H37Rv)), …. purified M. tuberculosis FBA, fluorescence read-out. inhibition, % at 1 µM. actives 2.3% (n = 360,000); in the data active = inhibition above about 27%;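 note: 0% = vehicle and 100% = reference inhibitor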
Target sequence (P9WQA3 whole entry, looked up): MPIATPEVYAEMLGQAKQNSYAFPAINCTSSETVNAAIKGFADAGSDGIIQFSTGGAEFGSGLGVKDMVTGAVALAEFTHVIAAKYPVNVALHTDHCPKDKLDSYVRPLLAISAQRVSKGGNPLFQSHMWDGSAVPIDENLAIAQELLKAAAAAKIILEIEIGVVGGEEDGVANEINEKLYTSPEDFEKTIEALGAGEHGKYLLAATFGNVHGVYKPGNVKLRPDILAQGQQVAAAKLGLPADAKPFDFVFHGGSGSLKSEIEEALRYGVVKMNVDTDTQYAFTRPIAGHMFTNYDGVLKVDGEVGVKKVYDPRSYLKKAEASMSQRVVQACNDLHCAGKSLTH
GDH-TPI counter – GDH-TPI coupling enzyme inhibitors, primary screen, artefact control for M. tuberculosis FBA inhibitor project, biochemical, absorbance, full deck; actives 1.2% (n = 360,000); GDH-TPI coupled enzyme counterscreen, NADH absorbance; inhibition, % at 4.8 µM; AID 588335, 2011;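 note: 0% = DMSO wells and 100% = wells lacking the enzyme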
CCHF vOTU inh – CCHFV vOTU protease inhibitors, primary screen, biochemical, Pep-AMC substrate, fluorescence | inhibition, % at 11.5 µM | AID 651958, 2012 | actives 0.55% (n = 370,000) | Crimean-Congo hemorrhagic fever virus L polyprotein viral ovarian tumor (vOTU) protease …; note: 0% = vehicle wells with enzyme and 100% = no enzyme wells
BoNT-F LC inh – BoNT/F light chain protease inhibitors, primary screen, biochemical, flow cytometry, MLPCN library | actives 0.22% (n = 360,000) | Botulinum neurotoxin type F light chain protease (Clostridium botulinum) | AID 588497, 2011 | Multiplex microsphere protease cleavage assay | inhibition, % at 10 µM; in the data active = inhibition above about 35%, passing the limit was not always enough; inconclusive = no clear call, values can overlap the other calls; note: plate controls were buffer without enzyme for full effect and enzyme alone for no effect
PrPC TRFRET – inhibitors of human cell surface prion protein PrPC, primary screen, cell-based, TR-FRET. actives 0.43% (n = 370,000). AID 720596, 2013. TR-FRET read-out. inhibition, % at 13.8 µM; in the data active = inhibition above about 24%; note: 0% = median of the test wells and 100% = reference compound wells
Mtb UGM inh – M. tuberculosis UGM enzyme inhibitors, primary screen, biochemical, fluorescence polarization, single point | UDP-galactopyranose mutase (Mycobacterium tuberculosis (strain ATCC 25618 / H37Rv)), … | purified UGM, fluorescence polarization probe displacement | inhibition, % at 10 µM | actives 0.06% (n = 320,000) | AID 504406, 2011; in the data active = inhibition above about 10%, passing the limit was not always enough; inconclusive = no clear call, values can overlap the other calls
Target sequence (P9WIQ1 whole entry, looked up): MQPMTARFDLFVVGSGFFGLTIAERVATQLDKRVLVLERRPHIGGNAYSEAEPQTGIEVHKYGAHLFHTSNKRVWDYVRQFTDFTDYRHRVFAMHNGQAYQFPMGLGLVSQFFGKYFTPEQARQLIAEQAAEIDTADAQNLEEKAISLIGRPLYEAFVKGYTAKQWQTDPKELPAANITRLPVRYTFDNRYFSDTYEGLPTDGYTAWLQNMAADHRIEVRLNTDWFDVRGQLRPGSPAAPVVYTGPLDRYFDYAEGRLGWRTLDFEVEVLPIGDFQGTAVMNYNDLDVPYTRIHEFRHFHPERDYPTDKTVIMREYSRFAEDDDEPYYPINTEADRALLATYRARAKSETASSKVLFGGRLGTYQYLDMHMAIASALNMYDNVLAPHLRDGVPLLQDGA
FadD28 FP inh – inhibitors of FadD28 bisubstrate probe binding, primary screen, biochemical, fluorescence polarization, single point; Mycobacterium tuberculosis FadD28 fatty-acid-AMP ligase; inhibition, % at 12.5 µM; actives 0.22% (n = 360,000); in the data active = inhibition above about 8.5%, passing the limit was not always enough; inconclusive = no clear call, values can overlap the other calls
BoNT-A LC inh2 – BoNT/A light chain protease inhibitors, primary screen, biochemical, flow cytometry, MLPCN library; AID 588499, 2011; actives 0.17% (n = 360,000); Botulinum neurotoxin type A light chain protease (Clostridium botulinum A str. ATCC 3502); inhibition, % at 10 µM; multiplex microsphere protease substrate cleavage; in the data active = inhibition above about 30%; inconclusive = no clear call, values can overlap the other calls; note: plate controls were buffer without enzyme for full effect and enzyme alone for no effect
* marks the source's active call; other numbers are inactive results; ? = inconclusive; . = no result given; & = joins results of further samples. Cut-off read from the data, not from the text of the source, unless noted: active = inhibition above about 30%; inactive = the rest.

Preview (five entries):
SMILES | Mtb BioA inh | Mtb FBA inh | GDH-TPI counter | CCHF vOTU inh | BoNT-F LC inh | PrPC TRFRET | Mtb UGM inh | FadD28 FP inh | BoNT-A LC inh2
O=C(Cn1cnc2ccccc21)Nc1cccc(S(=O)(=O)N2CCCC2)c1 | 2.2 | -1 | -1 | . | 5 | . | 3.1 | -1.5 | 0.8
C/C(=N\NC(=O)C1CC1(c1ccccc1)c1ccccc1)c1cccc([N+](=O)[O-])c1 (stereo not drawn) | -2.1 | 3 | 3 | 7 | -3 | -2 | -1.8 | -2.1 | -0.3
COc1ccc(N2CCN(S(=O)(=O)CC34CCC(CC3=O)C4(C)C)CC2)cc1 (stereo not drawn) | 3.5 | -1 | -5 | -6 | -21 | -6 | -0.1 | -3.2 | -0.8
Cc1ccccc1S(=O)c1ccccc1C(=O)O (stereo not drawn) | . | 4 | 1 | -3 | -1 | 5 | -2.5 | 1.0 | -1.3
Clc1c(CSc2nc3ccccc3o2)nc2sccn12 | 5.0 | -3 | -10 | 0 | -7 | -1 | -0.4 | -7.6 | -0.1

The listing, from the first entry:
SMILES | Mtb BioA inh | Mtb FBA inh | GDH-TPI counter | CCHF vOTU inh | BoNT-F LC inh | PrPC TRFRET | Mtb UGM inh | FadD28 FP inh | BoNT-A LC inh2
O=C(Cn1cnc2ccccc21)Nc1cccc(S(=O)(=O)N2CCCC2)c1 | 2.2 | -1 | -1 | . | 5 | . | 3.1 | -1.5 | 0.8
C/C(=N\NC(=O)C1CC1(c1ccccc1)c1ccccc1)c1cccc([N+](=O)[O-])c1 (stereo not drawn) | -2.1 | 3 | 3 | 7 | -3 | -2 | -1.8 | -2.1 | -0.3
COc1ccc(N2CCN(S(=O)(=O)CC34CCC(CC3=O)C4(C)C)CC2)cc1 (stereo not drawn) | 3.5 | -1 | -5 | -6 | -21 | -6 | -0.1 | -3.2 | -0.8
Cc1ccccc1S(=O)c1ccccc1C(=O)O (stereo not drawn) | . | 4 | 1 | -3 | -1 | 5 | -2.5 | 1.0 | -1.3
Clc1c(CSc2nc3ccccc3o2)nc2sccn12 | 5.0 | -3 | -10 | 0 | -7 | -1 | -0.4 | -7.6 | -0.1
Cc1ccc(SCCNC(=O)C(CO)(CO)CO)cc1 | -0.1 | 0 | -1 | -8 | -1 | -3 | 0.1 | -1.2 | 0.3
Cc1nc2ccc(C(=O)OCc3nnc(-c4ccc(Br)cc4)o3)cc2nc1C | -1.8 | -1 | 2 | -7 | -1 | -1 | -1.2 | 0.3 | -1.3
CCOC(=O)c1ccc(NC(=O)CSCCC(=O)O)cc1 | -1.2 | 0 | 2 | -4 | 0 | -2 | 2.3 | -0.7 | -0.2
Cc1ccsc1/C=N/NC(=O)CNC(=O)c1cccc([N+](=O)[O-])c1C | 0.5 | -2 | 5 | 1 | 1 | -10 | -4.8 | -0.6 | 0.7
CC(C)(C)c1ccc(-n2ncc3c2CCCC3NC(=O)CN2CCOC2=O)cc1 (stereo not drawn) | 1.0 | 1 | -1 | -2 | 0 | 14 | 0.7 | -0.1 | 2.1
COC1(OC)N=C(NC(=O)Nc2ccccc2)C2(C#N)C(c3ccccc3)C12C#N (stereo not drawn) | 0.3 | -4 | -3 | . | 6 | . | -2.4 | -0.1 | 1.1
CN(C)c1cccc(C(=O)NNC(=O)CSc2ccccc2)c1 | -2.4 | -2 | 2 | 5 | -4 | -1 | 1.4 | 1.0 | -1.4
Cc1[nH]c(=O)[nH]c(=O)c1S(=O)(=O)Nc1ccc(F)c([N+](=O)[O-])c1 | 0.3 | 0 | 10 | -7 | 6 | -9 | -3.9 | -4.1 | 0.2
CC(C(=O)OCC(=O)c1ccc(Br)cc1)N1C(=O)C2C3C=CC(C3)C2C1=O (stereo not drawn) | -0.6 | -6 | -14 | -13 | 6 | 3 | 0.1 | -5.6 | 1.8
CCn1nc(C)cc1Nc1ccccc1 | -2.6 | -1 | -5 | -4 | 2 | 2 | 0.3 | -2.7 | 0.9
Cc1cccc(OCCOCCN2CCNCC2)c1C | -0.5 | -1 | 8 | -16 | -2 | 5 | -0.9 | -1.6 | -0.1
Cc1cc(NC(=O)CCCn2cnc([N+](=O)[O-])n2)no1 | -1.5 | -3 | 6 | -12 | 0 | -8 | -0.6 | -1.2 | 0.3
O=C(Nc1nccs1)C1CCCN(S(=O)(=O)c2cccnc2)C1 (stereo not drawn) | -1.6 | 2 | 5 | 0 | -3 | 0 | -0.8 | -0.9 | -0.2
O=C(CCCc1nc(-c2ccccc2Cl)no1)NC1CCCCC1 | -0.1 | 5 | -10 | 9 | 4 | 9 | -1.4 | -3.0 | 0.1
O=C(COC(=O)CC1CC2CCC1C2)Nc1ccccc1[N+](=O)[O-] (stereo not drawn) | -1.1 | -1 | 2 | 2 | 3 | -7 | -3.3 | -0.3 | -0.2
CCCCN(CC)CCNC(=O)Cn1cnc2sc(C)c(S(=O)(=O)N3CCOCC3)c2c1=O | 0.4 | -3 | -6 | 15 | 6 | -4 | -2.5 | -2.2 | 0.1
O=S(=O)(c1ccc(SCCOc2ccc(Cl)cc2)nc1)N1CCCC1 | 0.0 | 1 | -6 | 3 | -2 | -4 | -0.3 | -2.7 | -0.2
CCOC(=O)CCSc1nc(C)c2cc(C)ccc2n1 | 0.2 | 5 | 2 | 10 | 0 | 6 | -2.5 | -1.1 | 0.5
CCCC(=O)Nc1nn(C)c2nc3c(C)cccc3cc12 | 0.3 | 3 | 6 | 9 | -30 | 0 | 2.4 | -2.3 | 0.6
Cc1ccc(NC(=O)OCCNC(=O)c2ccncc2)cc1 | . | 0 | 4 | 5 | -4 | -6 | 3.1 | 0.0 | -1.7
Fc1ccc(-c2nnc(Cc3nnc(-c4ccc(F)cc4)o3)o2)cc1 | . | 1 | 6 | 0 | 3 | -5 | 0.7 | -0.7 | 1.9
NC(=O)CC(NC(=O)c1ccccc1)c1ccc(NCCOc2ccccc2)c([N+](=O)[O-])c1 (stereo not drawn) | 0.2 | -4 | 6 | 15 | -2 | -43 | -1.1 | 1.3 | -0.1
O=C1NC(=S)NC1=Cc1ccccc1O | -0.4 | -14 | 17 | 10 | -4 | -11 | . | -1.5 | -0.1
CSc1nc2ccc(NC(=O)c3c(-c4ccccc4)noc3C)cc2s1 | . | -1 | -8 | -6 | -5 | -5 | 1.5 | -1.0 | -0.3
CC(C)COc1ccc(-c2nnn(CC(=O)N3CCCC3)n2)cc1 | -0.5 | 0 | 8 | 10 | 8 | 8 | -5.3 | 0.7 | 3.7
COc1ccccc1CNC(=O)COC(=O)c1ccco1 | -0.1 | 4 | 10 | 12 | -11 | -1 | -1.9 | -2.3 | -0.1
Cc1ccc(C(=O)NNC(=O)CSc2nnc3c(n2)[nH]c2ccc(F)cc23)cc1 | -1.5 | 2 | 11 | -8 | 0 | -9 | -0.4 | -2.2 | -0.2
CCCCn1nc2cc(C(=O)NCc3ccccc3)ccc2c1OCC | -4.5 | 68* | 1 | -57 | 4 | -2 | -1.5 | 1.3 | 0.0
CC(=O)Nc1cc(-c2ccsc2)cn2c(-c3ccc(F)cc3)cnc12 | -1.6 | 5 | 6 | 7 | -12 | -6 | . | -0.8 | -0.4
COc1ccc(S(=O)(=O)Nc2ccc(Cl)cn2)cc1 | -2.2 | 2 | 13 | -14 | ? | -5 | -2.2 | -2.6 | 4.0
O=S(=O)(NCCc1csc(-c2cccnc2)n1)c1ccc(F)cc1 | 4.1 | 3 | -1 | -9 | -3 | -2 | 0.3 | -2.6 | 3.0
CCn1ncc(/C=C/C(=O)C2CC2)c1C | 0.6 | -2 | 9 | -4 | -2 | -7 | 0.2 | -1.6 | 0.0
Nc1ccc(NC(=O)c2cccs2)c(Cl)c1 | -0.7 | 1 | 5 | 0 | 0 | -3 | -0.7 | -2.4 | -0.8
O=C(O)c1cc(-c2cccc3ccccc23)nc2ccccc12 | -0.7 | 11 | 0 | 10 | -9 | -6 | 4.0 | -5.3 | -3.7
COc1ccc(NC(=O)CNc2cc(S(=O)(=O)N3CCOCC3)ccc2N2CCOCC2)c(OC)c1 | -0.3 | 3 | 5 | -1 | 27 | 1 | 3.8 | 0.1 | 4.4
Cc1c(C)n(Cc2ccccc2)c2ccc(C(=O)NCCN3CCOCC3)cc12 | 3.6 | 5 | 8 | -13 | -3 | -3 | 0.3 | -1.5 | -0.5
COc1ccc(/C=N/O)cc1COc1ccc(NC(C)=O)cc1 | . | 1 | 2 | 18 | 0 | 0 | 3.3 | -2.2 | 0.7
O=C(O)c1ccccc1N1C(=O)C2C3CCC(C3)C2C1=O (stereo not drawn) | . | 0 | 2 | -14 | -1 | 2 | -2.1 | -0.3 | -0.6
Cn1c(SCC(=O)NCC2CCCO2)nnc1-c1c[nH]c2ccccc12 (stereo not drawn) | -4.7 | 3 | 14 | -5 | -3 | 0 | 0.1 | -1.4 | -1.2
NC(=O)c1ccccc1NC(=O)/C=C/c1ccccc1 | -0.3 | 2 | 6 | 6 | -13 | -12 | 3.3 | -4.8 | -0.1
CC1CCCCC1NC(=O)c1nnc(Cc2ccc(Cl)cc2)o1 (stereo not drawn) | -1.5 | 4 | 7 | 12 | -7 | 7 | -0.9 | -1.0 | -0.9
O=C(NCc1ccccc1Cl)c1csc([C@@H]2O[C@H](CO)[C@@H](O)[C@H]2O)n1 | 0.4 | -3 | 8 | 0 | -7 | 5 | . | -2.2 | 0.4
CN(c1ccccc1)S(=O)(=O)c1cccc(NC(=O)Cc2ccc(Cl)cc2)c1 | -1.9 | 0 | -3 | -1 | . | 13 | 1.2 | -1.7 | .
Cc1nn2c(NCCCN(C)C)c3c(nc2c1-c1ccccc1)CCCC3 | . | 1 | -3 | -5 | 3 | 0 | -3.7 | -1.3 | 0.3
CNC[C@H]1Oc2c(NS(=O)(=O)c3ccc(OC)cc3)cccc2C(=O)N([C@H](C)CO)C[C@H]1C | -3.6&-3.5 | 0 | 8 | -4 | -5 | -3 | -0.9 | -0.3 | -0.5
CC[C@]1(c2ccccc2OC)C(=O)N(C(=O)OC)N1C(=O)OC | -6.0 | 4 | 3 | 6 | -4 | -4 | 2.9 | 0.1 | -0.4
CC/C(=N\Nc1ccnc2cc(Cl)ccc12)c1ccc(O)cc1 | -0.2 | 1 | 2 | 8 | -9 | -5 | -0.6 | -5.6 | -3.2
Cc1nc(Nc2ccccc2F)c2nnn(Cc3ccccc3Cl)c2n1 | 1.6 | 0 | 7 | 2 | -7 | -6 | 2.7 | -2.7 | 4.2
Cc1ccc(C23CC4CC(CC(C(=O)NN)(C4)C2)C3)cc1 | -1.3 | 0 | 8 | 2 | ? | 4 | 3.8 | -1.6 | -1.4
COc1ccc(F)cc1C(=O)C1CCCN(C(=O)c2cccc(N(C)C)c2)C1 (stereo not drawn) | . | 0 | 11 | 11 | -9 | 2 | -2.7 | -0.2 | 0.0
CN1CCN(C(=S)SCC(=O)N2CCCc3ccccc32)CC1 | 0.4 | -1 | 6 | 5 | 1 | 1 | -1.2 | 1.2 | -1.4
Cc1cccc(C)c1NC(=O)C(NC(=O)CN1C(=O)c2ccccc2C1=O)c1ccccc1 (stereo not drawn) | . | 4 | 2 | -11 | 2 | -3 | 2.2 | 1.3 | -0.1

Compounds were not picked by outcome; 4.8% or so of the library scored in one or more.
